H9c2 TAG inh: reduces triacylglycerol accumulation in H9c2 cells | AID 651582 | inhibition, % at 12.5 µM | Nile Red lipid (TAG) fluorescence; cells loaded with 200 µM oleic acid | actives 0.66% (n = 230,000);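 active = pattern-corrected inhibition of lipid staining of at least 50% with the nuclear-stain viability signal not falling by more than 50%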;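 also: 0% = DMSO wells and 100% = triacsin C control wells; some results filed as inactive read as strong as hits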
H9c2 TAG inh DAPI viability: also measured in H9c2 TAG inh; calls as there; DAPI nuclei signal change (viability), lower = more cytotoxic, %;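 whole-well DAPI fluorescence read on a plate reader as a viability signal; minus 50 percent equals half of cells still viable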
Numbers without * were called inactive; & = joins results of further samples.

Under each structure – H9c2 TAG inh	H9c2 TAG inh DAPI viability
O=C(OCC(=O)N1CCOCC1)c1ccc(Cl)c(S(=O)(=O)N2CCc3ccccc32)c1
  3.8	5.5
CC1CCC(NC(=O)CCNC(=O)c2ccc(Br)cc2)CC1 (stereo unspecified)
  15.1	4.0
CCC(=O)NC(c1ccc(Cl)cc1Cl)c1ccc2cccnc2c1O (stereo unspecified)
  55.3*	-46.7*
C=CCNC(=O)c1onc(CSc2ccccn2)c1C(=O)NCC=C
  3.4	-9.6
Cc1cc(NC(=O)CSc2nnc(CNC(=O)c3ccc(F)cc3)o2)no1
  14.4	1.6
CCc1ccc(N2CC(C(=O)OCC(=O)Nc3ccc([N+](=O)[O-])cc3)CC2=O)cc1 (stereo unspecified)
  -4.2	1.9
Cc1oc2cc(O)cc(C)c2c(=O)c1-c1cnn(-c2ccccc2)c1
  -107.3	-0.8
S=C1Cc2ccccc2N1
  89.5	-60.4
CC1(Cc2ccccc2Cl)C(=O)Nc2cc(-c3ccccc3Cl)ccc21 (stereo unspecified)
  -8.7	6.2
COc1ccc(-n2c(SCC(=O)N3CCCCC3C)nnc2-c2cccnc2)cc1 (stereo unspecified)
  -12.0	-1.0
CC(Oc1cccc(Cl)c1)C(=O)Nc1cc(S(=O)(=O)N2CCOCC2)ccc1N1CCCC1 (stereo unspecified)
  -3.5	-0.9
COC(=O)CN1C(CN2CCOCC2)=Nc2ccc(Br)cc2C1c1ccccc1 (stereo unspecified)
  9.1	-1.2
CSCCC(NC(=O)c1ccccc1Br)C(=O)NCCCn1nc(C)cc1C (stereo unspecified)
  -14.0	2.7
CCOC(=O)Cc1csc(NC(=O)CS(=O)(=O)Cc2ccccc2)n1
  -18.3	12.2
CCOc1ccc(NC(=O)COC(=O)Cn2nc(C)c([N+](=O)[O-])c2C)cc1OCC
  8.0	7.7

Gathered by group: the compounds so far with a Cl atom
Under each structure – H9c2 TAG inh	H9c2 TAG inh DAPI viability
O=C(OCC(=O)N1CCOCC1)c1ccc(Cl)c(S(=O)(=O)N2CCc3ccccc32)c1
  3.8	5.5
CCC(=O)NC(c1ccc(Cl)cc1Cl)c1ccc2cccnc2c1O (stereo unspecified)
  55.3*	-46.7*
CC1(Cc2ccccc2Cl)C(=O)Nc2cc(-c3ccccc3Cl)ccc21 (stereo unspecified)
  -8.7	6.2
CC(Oc1cccc(Cl)c1)C(=O)Nc1cc(S(=O)(=O)N2CCOCC2)ccc1N1CCCC1 (stereo unspecified)
  -3.5	-0.9

(list continues)
Under each structure – H9c2 TAG inh	H9c2 TAG inh DAPI viability
OC(c1ccc(Cl)c(F)c1)c1ncc(-c2ccccc2F)[nH]1 (stereo unspecified)
  -26.2	2.2
CCOc1ccc(NC(=O)c2ccc(NC(=O)CSc3nc4ccccc4c(=O)[nH]3)cc2)cc1
  60.8*	-25.2*
CCc1nc2ccc(C(=O)NCCC(C)C)cn2c1N(C)Cc1ccc(OC)cc1
  -13.0	-1.6
Cc1ccc(-c2nnc(OCc3nc4ccccc4n3C)c3ccccc23)cc1
  -2.8	1.3
Cc1oc(S(=O)(=O)N2CCCCC2)cc1NC(=O)Nc1ccccc1
  -2.8	-6.0
O=C(c1ccco1)N1CCCC(Nc2ccc3c(c2)OCCO3)C1 (stereo unspecified)
  4.8	-6.9
Nn1c(SCC(=O)Nc2nccs2)nnc1C1CC1
  7.7	-5.7
Cc1cccc(C)c1OCCSc1n[nH]c(N)n1
  -5.3	13.3
Cc1ccccc1NC(=S)NCCc1ccccn1
  12.0	-10.2
COC(=O)CCN(C(=O)c1ccc(OC(C)=O)cc1)c1ccccn1
  -2.7	-3.8
CC1CCN(C(=O)COc2cccc3c2CCN(Cc2ccccc2)C3=O)CC1
  -16.9	-6.6
C(=NOCCc1ccccc1)c1ccccn1
  -6.9	-13.0
O=C(CSc1nc(N2CCOCC2)nc(N2CCOCC2)n1)Nc1ccccc1F
  34.4	-4.8
CCOc1ccc2nc(NC(=O)c3ccccn3)sc2c1
  50.9*	-27.2*
Cc1ncc([N+](=O)[O-])n1CCOC(=O)C12CC3CC(CC(C3)C1)C2
  4.5	-4.7

An excerpt from further up:
Under each structure – H9c2 TAG inh	H9c2 TAG inh DAPI viability
OC(c1ccc(Cl)c(F)c1)c1ncc(-c2ccccc2F)[nH]1 (stereo unspecified)
  -26.2	2.2
CCOc1ccc(NC(=O)c2ccc(NC(=O)CSc3nc4ccccc4c(=O)[nH]3)cc2)cc1
  60.8*	-25.2*

(cont.)
Under each structure – H9c2 TAG inh	H9c2 TAG inh DAPI viability
Cc1ccc(Cn2ccc(NC(=O)c3cc(C4CC4)on3)n2)cc1
  -51.6	-8.1
O=C1CC(c2ccccc2)CC(O)=C1C=NCc1ccc(Cl)c(Cl)c1 (stereo unspecified)
  -4.8	1.5
Cc1c(CCCl)c(Cl)n2c(nc3ccccc32)c1C#N
  108.7	-61.3
CC(=O)Nc1cccc(-c2nnc(SCC(=O)n3c4c(c5ccccc53)CCCC4)n2C)c1
  -7.0	-9.5
COC(=O)c1c(-c2cccc(C)c2)csc1N
  -7.5	-11.5
CCOC(=O)N1CCN(c2cc(=O)n(-c3ccccc3Cl)c(=O)[nH]2)CC1
  -0.5	-3.0
CC(Sc1nnc(-c2ccncc2)n1C)C(=O)NCC1CCCO1 (stereo unspecified)
  2.6	-5.0
COc1cc(S(=O)(=O)N2CCOCC2)ccc1NC(=O)COC(=O)c1ccccn1
  4.4	-0.5
CC(C)c1nnc(NC(=O)COC(=O)/C=C/c2ccc([N+](=O)[O-])cc2)s1
  -0.6	4.0
Cc1ccc(-c2nnn(CC(=O)N(Cc3cccs3)C(C(=O)NC3CCCCC3)c3ccco3)n2)o1 (stereo unspecified)
  18.6	-5.7
Cc1cc(-c2ccccc2)n2nc(N)nc2n1
  18.5	-12.9
CN1CCN(S(=O)(=O)c2cccc(C(=O)Nc3sccc3C#N)c2)CC1
  -8.8	2.5
O=C(O)c1ccc(-n2[nH]c3c(c2=O)CCCC3)cc1
  -1.5	2.4
CC(=O)Oc1ccc(C(=O)Nc2ccccc2C(=O)Nc2cccc(C(=O)O)c2)cc1
  -11.1	-0.1
CCn1c2ccccc2c2cc(NC(=O)c3cc(C)on3)ccc21
  5.9	1.3

Brought forward from above: 2 entries, then new ones.
Under each structure – H9c2 TAG inh	H9c2 TAG inh DAPI viability
CC(=O)Oc1ccc(C(=O)Nc2ccccc2C(=O)Nc2cccc(C(=O)O)c2)cc1
  -11.1	-0.1
CCn1c2ccccc2c2cc(NC(=O)c3cc(C)on3)ccc21
  5.9	1.3
Cc1ccc2cccc(NC(=O)c3ccc(Br)o3)c2n1
  -8.8	9.4
COc1ccc(Nc2nc(C(C)(C)C)nc3c2nnn3Cc2ccccc2Cl)cc1OC
  -28.7	12.9
CC(=O)[C@@H]1[C@@H](C(=O)c2ccc(F)cc2)[C@]2(C(=O)Nc3ccccc32)[C@H]2C=Cc3cc(F)ccc3N12
  4.4	0.1
Cc1ccccc1N1CC(C(=O)N2CC(C)CC(C)C2)CC1=O (stereo unspecified)
  8.7	-6.9
CCOC(=O)c1sc2nc3c(cc2c1N)COC(C)(C)C3
  7.6	1.4
CCn1c(/C=C2\C(=O)N(C(C)C)c3ccccc32)nc2ccccc2c1=O
  6.1	-6.9
CNc1nc2ccccc2n1N
  13.3	-0.6
O=C(c1cccs1)N(c1ccc(Cl)cc1)C1C=CS(=O)(=O)C1 (stereo unspecified)
  7.6	-8.3
COc1ccc(CNC(=O)CSc2nccn(-c3ccc(F)c(F)c3)c2=O)cc1
  -13.5	-4.0
O=C(CCC(=O)N1CCOc2ccccc21)NCCCN1CCN(Cc2ccccc2)CC1
  8.2	-0.2
O=C(COc1ncnc2ccc(Br)cc12)Nc1ccc(N2CCOCC2)cc1
  -12.7	13.9
CN(CCOc1ccc(CC2SC(=O)NC2=O)cc1)c1ccccn1 (stereo unspecified)
  16.5&5.6	2.7&-4.8
NC(=O)c1ccccc1N(Cc1ccccc1)S(=O)(=O)c1ccccc1
  2.6	-8.5
Cc1cccc[n+]1CC(=O)Nc1ccc([N+](=O)[O-])cc1Cl
  16.4	-15.6
O=C(NCc1ccncc1)C(=O)NCC1OCCN1S(=O)(=O)c1ccc(F)cc1 (stereo unspecified)
  9.1	-1.1

Some values from above:
O=C(c1cccs1)N(c1ccc(Cl)cc1)C1C=CS(=O)(=O)C1 (stereo unspecified) in H9c2 TAG inh DAPI viability is entered as -8.3
Cc1cccc[n+]1CC(=O)Nc1ccc([N+](=O)[O-])cc1Cl in H9c2 TAG inh DAPI viability is entered as -15.6
O=C(CCC(=O)N1CCOc2ccccc21)NCCCN1CCN(Cc2ccccc2)CC1 in H9c2 TAG inh is entered as 8.2
COc1ccc(Nc2nc(C(C)(C)C)nc3c2nnn3Cc2ccccc2Cl)cc1OC in H9c2 TAG inh DAPI viability is entered as 12.9

Next part
Under each structure – H9c2 TAG inh	H9c2 TAG inh DAPI viability
COc1cc(OC)cc(C(=O)Nc2nc(CC(=O)NCCc3ccccc3)cs2)c1
  -14.9	2.4
O=C(COC(=O)c1cc([N+](=O)[O-])ccc1NCCO)NCc1cccs1
  -6.5	-5.9
COc1ccc(NC(=O)C2CCCN2c2nn3c(=O)cc(C)nc3s2)cc1 (stereo unspecified)
  -4.0	3.5
COc1ccc(S(=O)(=O)N2CCN(c3ccc(C)cc3C)CC2)cc1OC
  5.7	-4.0
O=C(N/N=C/c1cccc([N+](=O)[O-])c1)c1ccc2c(c1)OCCO2
  -14.0	2.4
Cc1nc(Cl)c2c(n1)NC(=O)CO2
  -1.6	1.6
O=S(=O)(NC(=NC1CCCCC1)c1ccccc1)c1ccccc1
  10.5	-9.5
Cn1c(N)c(C(=O)CCl)c(=O)n(Cc2ccccc2)c1=O
  -2.6	2.9
CCC(=O)N(C)C[C@@H]1Oc2cc(Br)ccc2S(=O)(=O)N([C@@H](C)CO)C[C@@H]1C
  -22.6	-5.9
CN(Cc1cccc(Cl)c1Cl)C(=O)CCNC(=O)c1ccco1
  -0.3	4.6
CCOC(=O)C1CCCN(C(=O)c2cccc(S(=O)(=O)N3CCCC3)c2)C1 (stereo unspecified)
  2.1	-1.8
COc1cccc2cc(C(N)=O)oc12
  2.8	1.1
Cc1cc(N)c2cc(NC(=O)/C=C/c3ccccc3Cl)ccc2n1
  122.7	-70.4
Cc1ccc(NC(=O)Nc2nc(-c3ccc(C)s3)cs2)cc1
  12.5	10.7
COCCNC(=O)C(c1ccccc1F)N(C(=O)C(=O)NC1CCCC1)C1CCCCC1 (stereo unspecified)
  11.1	-12.9
CC1CCc2sc(C(=O)NNC(=S)NC3CC3)cc2C1 (stereo unspecified)
  14.8	-3.1
O=C(NCCc1cccs1)C1CC(c2ccccc2F)=NO1 (stereo unspecified)
  11.9	-2.7
C[C@H](C(=O)CC(=O)OC(C)(C)C)[C@H](O)c1ccccc1
  -3.5	-0.5
CCOc1ccc(C(=O)CCC(=O)Nc2ncccc2O)cc1
  2.1	-3.1
COCCNC(=S)N/N=C(\C)c1cc2ccccc2o1
  8.3	-7.8
COc1ccc(NC(=O)C2CC(=O)N/C(=N/N=C/c3ccco3)S2)cc1 (stereo unspecified)
  0.8	-9.4
Cc1ccc(C)c(C(O)c2ncc(-c3cccc(F)c3)[nH]2)c1 (stereo unspecified)
  -14.5	4.7
O=C(Nc1cccc(C(F)(F)F)c1)c1ccc2nc(-c3ccco3)c(-c3ccco3)nc2c1
  15.6	6.8
CCC(CC)C(=O)NCCc1cc2cc(C)c(C)cc2[nH]c1=O
  1.1	-1.8
O=C(Cn1c(SCC(=O)NC2CCCC2)nnc1-c1ccncc1)Nc1ccc2c(c1)OCO2
  -20.2	-0.4
CC1CCN(c2c(NCC3CCC(C(=O)N4CCc5ccccc5C4)CC3)c(=O)c2=O)CC1 (stereo unspecified)
  1.4	-0.1
CC[C@H](C)C(N)c1cn([C@@H](CC(N)=O)C(=O)N2CCNCC2)nn1 (stereo partly specified)
  0.6	1.8
O=[N+]([O-])c1ccc(-n2ccnc2)cc1
  13.1	1.5
COc1ccc(OC(C)C(=O)NC2CCCCCC2)cc1 (stereo unspecified)
  -4.7	5.9
O=[N+]([O-])c1cc(Cl)ccc1N1CCOCC1
  -10.3	15.4
CCN(CC)c1ccc(C(=O)N/N=C/c2ccccc2OC(F)F)cc1
  8.0	-8.5
O=C(Nc1ccccc1Cl)Nn1cnnc1
  13.9	2.8
CSc1ccc(NC(=O)C2(C)CCN2C(=O)C2(c3ccccc3)CC2)cc1 (stereo unspecified)
  -11.2	-2.9

Assay outcomes as filed in PubChem.

Some of the compounds tested. The share of hits here may be higher or lower than overall.
